Screening results: PubChem BioAssay, National Center for Advancing Translational Sciences (NCATS)
USP2a block = qHTS Assay for Inhibitors of Ubiquitin-specific Protease USP2a Using CHOP2 as the Reporter. Ubiquitin carboxyl-terminal hydrolase 2 (Homo sapiens), O75604. USP2 core, Ub-CHOP2 coupled fluorogenic reporter, 485/531. Potency, µM (titrated, usually from 38.3 µM), for the others: top-dose activity change, negative = inhibition, most hits filed as inhibitors. 330,000 tested, 0.01% active. AID 463254, 2010;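 further: potency means the concentration at half of the fitted maximal effect; plate controls were DMSO wells for no effect and full inhibition by NEM control for full effect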
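Deubiquitinase activity read as fluorescence (485/531 nm) after Ub-CHOP2 cleavage activates the enterokinase reporter on its substrate; USP2 core 10nM, Ub-CHOP2 and substrate 25nM each, 30min compound preincubation then 60min RT; data normalized to NEM, curves fitted.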
Eya2 inh = qHTS Assay for Inhibitors of the Phosphatase Activity of Eya2 | Protein phosphatase EYA2 (Homo sapiens), O00167 | recombinant Eya2, OMFP fluorescence dephosphorylation (OMFP is methylfluorescein phosphate) | Potency, µM (titrated, usually from 76.9 µM), without a hit: at the top dose activity, negative = inhibition, most hits filed as inhibitors | 330,000 tested, 0.006% active; further: potency means the concentration at half of the fitted maximal effect
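Eya2 (0.2 uM) preincubated 10 min at ambient with compound, then OMFP substrate added at 50 uM; 10 min reaction in 50 mM HEPES pH 7.5, 50 mM NaCl, 5 uM MgCl2, 0.05% BSA, 1 mM DTT. Fluorescence read at Ex 485/Em 525 nm.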
PKM2 act = qHTS Assay for Activators of Human Muscle isoform 2 Pyruvate Kinase; 260,000 tested, 0.34% active; purified PKM2, Kinase-Glo ATP luminescence, activation; response scale: 0% is enzyme alone, no compound; AID 1631, 2009; Potency, µM (top dose mostly 57.5 µM), for inactives: at the top dose activation, actives largely listed as activators; further: potency means the concentration at half of the fitted maximal effect; nearly all actives have a fitted effect of over 55% in size
Target sequence (P14618 whole entry, looked up, canonical isoform): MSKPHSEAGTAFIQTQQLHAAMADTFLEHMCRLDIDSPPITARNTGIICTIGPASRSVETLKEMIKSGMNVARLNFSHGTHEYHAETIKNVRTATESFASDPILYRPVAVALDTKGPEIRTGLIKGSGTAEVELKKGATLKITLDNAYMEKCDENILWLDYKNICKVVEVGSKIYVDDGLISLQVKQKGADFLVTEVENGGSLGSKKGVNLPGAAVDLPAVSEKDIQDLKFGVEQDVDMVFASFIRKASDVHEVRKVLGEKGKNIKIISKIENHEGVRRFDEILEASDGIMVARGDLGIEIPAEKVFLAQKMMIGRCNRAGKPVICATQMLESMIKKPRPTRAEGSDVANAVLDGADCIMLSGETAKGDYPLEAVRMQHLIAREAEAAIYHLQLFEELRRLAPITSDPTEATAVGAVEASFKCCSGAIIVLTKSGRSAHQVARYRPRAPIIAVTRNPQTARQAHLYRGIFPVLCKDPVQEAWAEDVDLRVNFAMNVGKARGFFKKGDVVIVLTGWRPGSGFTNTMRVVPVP
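Purified hPK-M2 (>95%) run at intermediate activity with 0.1 mM ADP and 0.5 mM PEP in 50 mM imidazole pH 7.2, KCl, MgCl2; 1 h room temperature. ATP formed read by Kinase-Glo luminescence; normalized to uninhibited and no-enzyme controls.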
GALK inh = qHTS Assay for Inhibitors of Human Galactokinase (GALK); P51570; Purified GALK, Kinase-Glo residual ATP luminescence; Potency, µM (highest dose often 57.5 µM), for inactives: at the highest dose activity change, negative = inhibition, actives largely listed as inhibitors; 270,000 tested, 0.007% active; further: potency means the concentration at half of the fitted maximal effect
Target sequence (P51570 whole entry, looked up): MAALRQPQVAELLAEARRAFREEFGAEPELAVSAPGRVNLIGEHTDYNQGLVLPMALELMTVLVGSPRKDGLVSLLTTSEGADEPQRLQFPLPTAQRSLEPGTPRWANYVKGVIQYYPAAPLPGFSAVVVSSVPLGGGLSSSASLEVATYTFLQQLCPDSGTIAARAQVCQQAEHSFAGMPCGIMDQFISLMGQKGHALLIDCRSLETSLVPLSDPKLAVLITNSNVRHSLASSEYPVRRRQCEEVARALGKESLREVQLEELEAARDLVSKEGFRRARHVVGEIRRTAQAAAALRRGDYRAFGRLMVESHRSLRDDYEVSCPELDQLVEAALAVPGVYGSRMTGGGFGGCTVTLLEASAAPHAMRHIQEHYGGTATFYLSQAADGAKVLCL
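ATP-depletion format; final 35 uM ATP, 100 uM D-galactose, 5 nM enzyme; pH 8.0 HEPES/Mg2+ buffer; 60 min RT; luminescence read 10 min after detection reagent.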
BCR signal inh = qHTS Assay to Find Inhibitors of Chronic Active B-Cell Receptor Signaling. ABC-DLBCL IkBa-CBG/CBR reporter, luminescence ratio, 4 h. Potency, µM (doses to about 46.1 µM), for the others: at the highest dose ratio change, negative = lower green/red ratio, actives largely listed as inhibitors. 340,000 tested, 0.05% active. AID 493014, 2011; active means well fitted inhibition curve with a large enough effect in the signal ratio, with a control signal flat, not every such curve was filed as active; inconclusive means small, poorly fitted or top-dose-only effect, or effect the other way, or a change in a side signal; the % refers to the signal ratio;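 further: potency means the concentration at half of the fitted maximal effect; plate controls were basal doxycycline-induced cells for no effect and cells given 10 µM MG132 for full effect; MG132 reads +100%, hits lower the ratio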
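TMD8 ABC-DLBCL cells carrying doxycycline-inducible green luciferase fused to IkappaBalpha plus unfused red luciferase were exposed to compounds (up to 46 uM) for 4 hrs at 37C. Activity came from the overlap-corrected green/red luminescence ratio.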
Giardia killer = Small Molecules that selectively kill Giardia lamblia: qHTS; Giardia lamblia trophozoite viability; activity change, % at 7.66 µM, hits read low; 340,000 tested, 0.15% active; AID 540267, 2011; in the data active means activity change below about -80%; inconclusive means between about -30% and that limit;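 further: parasites exposed to compound for two days anaerobically before the ATP read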
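Anaerobic 48 hrs incubation at 37 deg C of 100 trophozoites/well with test compounds; ATPLite 1-Step luminescence, 15-30 min RT, reports cellular ATP as viability.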
uPA generation = qHTS for Inhibitors of Cell Surface uPA Generation; AID 540303, 2011; Potency, µM (titrated, usually from 38.3 µM), for the others: at the top dose activity change, negative = inhibition, hits mostly inhibitors; cell surface uPA generation assay, qHTS; 330,000 tested, 0.31% active; active means well fitted inhibition curve with a large enough effect; inconclusive means small, poorly fitted or top-dose-only effect; inactive means no such curve, though single readings can be large or run the other way; tested in mouse RAW 264.7 cells; further: potency means the concentration at half of the fitted maximal effect; nearly all actives have a fitted effect of over 55% in size
KCNH2 3.1 inh = qHTS for Inhibitors of KCHN2 3.1: Mutant qHTS; activity change, % (tested at about 1.8 µM); U2OS KCNH2 3.1, thallium flux FluxOr; hits give low values; 340,000 tested, 0.95% active; Potassium voltage-gated channel subfamily H member 2, brain isoform KCNH2 3.1 (human); AID 720553, 2013;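 active means maximum activity change below -70%; inconclusive means maximum activity change from -70% to -50%; inactive means maximum activity change above -50%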;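 further: thallium influx rate constant from kinetic fluorescence after stimulation buffer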
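Virally transduced U2OS (3.1 isoform, 4 h infection in dark at RT) → overnight 37 C → FluxOr + Red40 in HBSS/HEPES, 45 min → stimulation buffer, 2 min kinetic read → rate constant vs DMSO controls.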
B2AR arrestin = qHTS assay of beta-arrestin-biased ligands of beta2-adrenergic receptor; Beta-2 adrenergic receptor (Homo sapiens), P07550; beta-arrestin recruitment to beta2AR, cell-based reporter; Potency, µM (top dose mostly 46.1 µM), for inactives: at the highest dose activation, hits mostly activators; 330,000 tested, 0.02% active;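 further: potency means the concentration at half of the fitted maximal effect; 0% = DMSO controls and full agonism = EC100 isoproterenol or metaproterenol; nearly all actives have a fitted effect of over 65% in size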
Coupling enz = qHTS Assay for Inhibitors of Fructose-1,6-bisphosphate Aldolase from Giardia Lamblia: Coupling assay counterscreen | coupling enzyme system counterscreen, AmpLite Red fluorescence | activity change, negative = inhibition, % at 58.2 µM, hits read low | 290,000 tested, 0.67% active; in the data active means activity change below about -30%
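Coupling enzymes only (glyceraldehyde-3-phosphate) + compound, at 57.5 uM final, 10 min RT; add substrate/coupling/AmpLite Red mix, 20 min RT; fluorescence ex 525/em 598 nm. Actives flag coupling-system interference.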
KCNH2 WT inh = qHTS for Inhibitors of KCHN2 3.1: Wildtype qHTS. 340,000 tested, 0.37% active. activity change, % at 1.84 µM. Voltage-gated inwardly rectifying potassium channel KCNH2 (Homo sapiens), Q12809. U2OS, BacMam KCNH2, thallium flux FluxOr; hits give low values;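 active means maximum activity change below -70%; inconclusive means maximum activity change between -70% and -50%; inactive means maximum activity change above -50%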
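U2OS cells transduced with wild-type KCNH2 virus are loaded with FluxOr dye for 45 min, and thallium flux is measured in kinetic reads before and after stimulation buffer. Rate constants are normalized to DMSO controls.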
Numbers without * were called inactive. Unless noted, the call rests on the fitted dose curve; in most records, active means well fitted curve in the direction sought with a large enough effect; inconclusive means small, poorly fitted or top-dose-only effect, or another doubt; inactive means no such curve, though single readings can be large; an effect the other way counts as inactive or inconclusive. Unless noted, on the % scale 0 is the no-effect control and ±100 the full control effect.

What do the screens show for `COc1ccc(/C=C/C(=O)OCC(=O)NCCCc2ccccc2)cc1OC`?
USP2a block: 0%; Eya2 inh: -14%; BCR signal inh: -1%; Giardia killer: 3; uPA generation: 0%; KCNH2 3.1 inh: 6; B2AR arrestin: 0.0%; KCNH2 WT inh: -6

How did COc1cc(C(=O)NCCCN2CCCC2=O)cc(OC)c1OC do in these assays?
USP2a block: 2%; Eya2 inh: 11%; PKM2 act: -4%; GALK inh: 1%; BCR signal inh: inconclusive; Giardia killer: -6; KCNH2 3.1 inh: 0; B2AR arrestin: 0.2%; Coupling enz: 2; KCNH2 WT inh: 3

What do the screens show for `CN(C)CCCN1CC(=O)N2[C@@H](Cc3c([nH]c4ccccc34)C2(C)C)C1=O`?
USP2a block: -1%; Eya2 inh: 6%; BCR signal inh: 1%; Giardia killer: -12; uPA generation: 13%; KCNH2 3.1 inh: 13; B2AR arrestin: 0.3%; Coupling enz: -2; KCNH2 WT inh: 1

How did CCc1ccc(-c2csc3nc[nH]c(=O)c23)cc1 do in these assays?
USP2a block: -2%; Eya2 inh: inconclusive; PKM2 act: 2%; GALK inh: 1%; BCR signal inh: -7%; Giardia killer: -8; uPA generation: -8%; KCNH2 3.1 inh: -25; B2AR arrestin: -0.9%; Coupling enz: 0; KCNH2 WT inh: -4

What do the screens show for `O=C(CN(Cc1ccc(F)cc1)S(=O)(=O)c1ccc(S(=O)(=O)N2CCOCC2)cc1)Nc1ccccc1`?
USP2a block: 2%; Eya2 inh: -1%; PKM2 act: -4%; GALK inh: -1%; BCR signal inh: 0%; Giardia killer: 2; uPA generation: -3%; KCNH2 3.1 inh: 6; B2AR arrestin: -0.3%; Coupling enz: 0; KCNH2 WT inh: 10

Results for CC(O)C(NC(=O)OCc1ccccc1)C(=O)OCc1ccccc1 (stereo not given) ?
USP2a block: -2%; Eya2 inh: 3%; BCR signal inh: inconclusive; Giardia killer: -10; uPA generation: 8%; KCNH2 3.1 inh: -4; B2AR arrestin: 0.2%; KCNH2 WT inh: -24

Results for C=CCNC(=O)c1sccc1Oc1ccc(F)cc1[N+](=O)[O-] ?
USP2a block: 2%; Eya2 inh: 5%; PKM2 act: 2%; GALK inh: 3%; BCR signal inh: 17%; Giardia killer: -16; uPA generation: -2%; KCNH2 3.1 inh: 11; B2AR arrestin: 0.1%; Coupling enz: 0; KCNH2 WT inh: -7

Results for O=C(c1cccc2nc3ccccc3nc12)N1CCOCC1 ?
USP2a block: 2%; Eya2 inh: -1%; PKM2 act: 0%; GALK inh: 1%; BCR signal inh: 4%; Giardia killer: -2; uPA generation: 1%; KCNH2 3.1 inh: -20; B2AR arrestin: -0.1%; Coupling enz: 0; KCNH2 WT inh: -2

How did CCOc1ccccc1NC(=O)N1CCC(n2nnc3cc(C)ccc32)CC1 do in these assays?
USP2a block: -1%; Eya2 inh: 2%; PKM2 act: -10%; GALK inh: -1%; BCR signal inh: 0%; Giardia killer: 10; uPA generation: 2%; KCNH2 3.1 inh: -6; B2AR arrestin: 2.3%; Coupling enz: 1; KCNH2 WT inh: 17

How did Cc1c(-c2cccs2)[n+](=O)c2c(n1[O-])CCCCC2 do in these assays?
USP2a block: 0%; Eya2 inh: 13%; PKM2 act: 5%; GALK inh: 5%; BCR signal inh: 1%; Giardia killer: 0; uPA generation: 0%; KCNH2 3.1 inh: -1; B2AR arrestin: -0.6%; Coupling enz: 2; KCNH2 WT inh: 8

How did CCCCNC(=S)NNc1c(Cl)cc(Cl)cc1Cl do in these assays?
USP2a block: 0%; Eya2 inh: 13%; PKM2 act: -1%; GALK inh: 8%; BCR signal inh: -2%; Giardia killer: 8; uPA generation: -4%; KCNH2 3.1 inh: 2; B2AR arrestin: 0.2%; Coupling enz: -3; KCNH2 WT inh: -6

Results for COc1cc(C(C)=O)ccc1OCC(O)CN1CCN(c2ccc(F)cc2)CC1 (stereo not given) ?
USP2a block: 0%; Eya2 inh: -4%; PKM2 act: -1%; GALK inh: -1%; BCR signal inh: -2%; Giardia killer: -10; uPA generation: -3%; KCNH2 3.1 inh: -16; B2AR arrestin: 0.5%; Coupling enz: -1; KCNH2 WT inh: 7

How did CCc1ccc(N2C(=O)CN(Cc3cc(OC)c(OC)c(OC)c3)C2=S)cc1 do in these assays?
USP2a block: -4%; Eya2 inh: -3%; PKM2 act: -9%; BCR signal inh: inconclusive; Giardia killer: 6; uPA generation: -7%; KCNH2 3.1 inh: -9; B2AR arrestin: -0.2%; Coupling enz: 2; KCNH2 WT inh: 1

What do the screens show for `Cn1c(=O)cc(OCCCC(=O)NCCCN2CCN(Cc3ccccc3)CC2)c2ccccc21`?
USP2a block: 0%; Eya2 inh: 1%; PKM2 act: -3%; GALK inh: -1%; BCR signal inh: -4%; Giardia killer: 24; KCNH2 3.1 inh: -5; B2AR arrestin: -0.1%; Coupling enz: 3; KCNH2 WT inh: 13

How did NC(=O)c1nsc(C(=O)N(Cc2cccnc2)C(C(=O)NC2CCCC2)c2ccc(F)cc2)c1N (stereo not given) do in these assays?
USP2a block: -1%; Eya2 inh: 1%; PKM2 act: 5%; GALK inh: 7%; BCR signal inh: 5%; Giardia killer: 10; uPA generation: -6%; KCNH2 3.1 inh: -33; B2AR arrestin: -0.1%; Coupling enz: 3; KCNH2 WT inh: -2

How did COC(=O)c1c(-c2ccc(OC)cc2)sc2cc(OC)c(OC)cc12 do in these assays?
USP2a block: 3%; Eya2 inh: 14%; BCR signal inh: inconclusive; Giardia killer: 3; uPA generation: -1%; KCNH2 3.1 inh: -43; B2AR arrestin: -0.8%; KCNH2 WT inh: -11

How did COc1cc(NC(=O)C/C(C)=N/NC(=O)c2ccccn2)c(OC)cc1Cl do in these assays?
USP2a block: 1%; Eya2 inh: -9%; PKM2 act: 0%; GALK inh: -1%; BCR signal inh: inconclusive; Giardia killer: -5; uPA generation: -24%; KCNH2 3.1 inh: -2; B2AR arrestin: 0.2%; Coupling enz: 0; KCNH2 WT inh: -14

What do the screens show for `O=C(NCCCN1CCOCC1)c1cc2nc(-c3ccco3)cc(C(F)(F)F)n2n1`?
USP2a block: 1%; Eya2 inh: 2%; GALK inh: 0%; BCR signal inh: 2%; Giardia killer: -24; uPA generation: -2%; KCNH2 3.1 inh: -10; B2AR arrestin: -0.3%; Coupling enz: 0; KCNH2 WT inh: -19

How did CCOC(=O)CSc1cc(CS(C)(=O)=O)nc(-c2ccccn2)n1 do in these assays?
USP2a block: 4%; Eya2 inh: 2%; GALK inh: 13%; BCR signal inh: 0%; Giardia killer: -7; uPA generation: -1%; KCNH2 3.1 inh: 2; B2AR arrestin: 0.0%; Coupling enz: 0; KCNH2 WT inh: -2

Results for O=C(Cc1ccc(Br)cc1)Nc1ccccc1N1CCCC1 ?
USP2a block: -1%; Eya2 inh: 1%; PKM2 act: -12%; GALK inh: 2%; BCR signal inh: 0%; Giardia killer: -8; uPA generation: 4%; KCNH2 3.1 inh: -14; B2AR arrestin: -0.2%; KCNH2 WT inh: -3
